# Screens (PubChem)
# All columns: NCI-60 one-dose screen, growth in % after 48 h at 10 µM unless noted; 100 = growth as untreated, 0 = no growth, -100 = all killed.
# NCI-H226: NCI-H226 lung cancer. AID 1794732. hit rate 3.5% among 79,000
# NCI-H322M: NCI-H322M lung cancer. hit rate 2.7% among 80,000. AID 1794733
# HCT-116: HCT-116 colon cancer; hit rate 7.3% among 82,000; AID 1794798
# NCI-H460: NCI-H460 lung cancer | hit rate 6.8% among 82,000 | AID 1794736
# HCT-15: HCT-15 colon cancer. hit rate 5.2% among 82,000. AID 1794746
# COLO 205: COLO 205 colon cancer | hit rate 7.3% among 79,000
# NCI/ADR-RES: NCI/ADR-RES ovarian cells | hit rate 4.4% among 81,000 | AID 1794790
# NCI-H23: NCI-H23 lung cancer; AID 1794731; hit rate 4% among 80,000
# NCI-H522: NCI-H522 lung cancer | hit rate 8% among 78,000 | AID 1794739
# An asterisk follows results filed as active; x = no result given; & = joins results of further samples; [ ] = another dose, or the depositor's remark. How the source made its calls: active means growth percent below 10; inactive means the rest.
SMILES,NCI-H226,NCI-H322M,HCT-116,NCI-H460,HCT-15,COLO 205,NCI/ADR-RES,NCI-H23,NCI-H522
C#Cc1nc(/C=C/C(=O)c2nccn2C)cs1,4.7*,28,-49*,-47*,-73*,-31*,-26*,-69*,-60*
CC12CCC(C(=O)CC1=O)C2(C)C (stereo unspecified),96,97&112,97&106,114&104,106&103,110&114,103&111,98&108,153&103
Cc1nn(-c2ccccc2)nc1C(=O)NCC1CC1,x,96,98,104,95,107,99,96,87
Cc1cc(C)c2c(c1)N(C)c1ncnc(Cl)c1CC2C (stereo unspecified),98,115,73,95,89,97,92,98,76
CC1CC(=O)Nc2ccccc2N1C(=S)Nc1ccccc1 (stereo unspecified),96,x,98,108,103,151,91,98,80
C/C=C1/CN2CCc3c([nH]c4ccccc34)C2CC1C(Cc1c[n+]2c(c3[nH]c4ccccc4c13)CC1C(C(=O)OC)=COC(C)C1C2)C(=O)OC (stereo unspecified),83,92,95,108,104,106,94,92,98
O=C1c2ccc3c4c(ccc(c24)C(=O)N1CCNCc1ccccc1Cl)C(=O)N(CCNCc1ccccc1Cl)C3=O,100,112,94,99,88,112,103,105,87
O=Cc1cc2ccccc2nc1Nc1nccs1,x,92,54,62,46,70,77,52,83
Clc1cccc(Nc2nc(Nc3cnc4ccccc4c3)c3[nH]cnc3n2)c1,72,89,76,61,94,80,87,84,62
CN(C)c1cc2c3ccccc3n(C)c2cc1N,93,116,99,100,94,92,98,85,x
COc1cc(CCC[P+](c2ccccc2)(c2ccccc2)c2ccccc2)cc2c1OCO2,56,79,23,38,106,3.4*,101,19,13
COc1ccc2c(c1)c(-c1noc(C(=O)c3cn(C)c4ccc(Br)cc34)n1)cn2C,94,97,92,105,113,110,102,99,77
C#Cc1ccc(-n2c(/C=C/c3ccc(C(F)(F)F)cc3)nc3ncccc3c2=O)cc1,-43*,34,1.8*,72,22,19,29,78,4.3*
N#Cc1cc(-c2ccnc(Nc3ccc(N4CCN(C5COC5)CC4)cc3)n2)ccc1N1CCCC1,71,64,49,50,42,86,92,83,66
O=C(Cn1c(-c2ccc([N+](=O)[O-])cc2)nc2ccccc21)NNC(=O)c1cccnc1,60,89,82,76,81,93,88,83,55
CCOc1ccc2nc(NC(=O)c3ccc(C(F)(F)F)cc3)sc2c1,107,107,102,101,100,117,x,x,94
Cc1[nH]c(C(=O)Nc2ccccc2OC2CCNC2)c(Cl)c1Cl (stereo unspecified),81,92,43,73,78,83,87,87,61
CS(=O)(=O)Nc1cc(-c2ccc3ncnc(Nc4ccc5c(cnn5Cc5cccnc5)c4)c3c2)cnc1Cl,76,69,70,80,85,68,93,56,44
CC(C)NC(=O)OCc1c(COC(=O)NC(C)C)c(-c2cccc(Cl)c2)n2c1CCC2,86,92,77,56,80,107,80,78,46
Nc1ccc(NS(=O)(=O)CS(=O)(=O)Nc2ccc(N)cc2)cc1,97,x,105,104,100,109,92,x,73
O=c1[nH]nc2c(Cc3ccccc3)nc3ccccc3n12,93,x,99,108,106,112,98,99,102
COc1cccc([N+](=O)[O-])c1,96,94,93,109,95,98,97,91,97
CCOC(=O)c1c(N)c(C#N)cn1Cc1ccc(Cl)cc1Cl,85,87,64,81,49,106,62,84,67
O=C(/C=C/c1ccc(Cl)cc1Cl)c1cccc(OCCCOc2cccc(C(=O)/C=C/c3ccc(Cl)cc3Cl)c2)c1,96,94,97,101,97,114,102,100,96
O=C(O)c1cn(C2CC2)c2cc(N3CCN(C(=O)N/N=C/c4ccc(Cl)cc4)CC3)c(F)cc2c1=O,94,108,96,103,102,104,106,99,82
COc1ccc(C(=O)c2cc3ccccc3o2)cc1,106,96,97,108,93,116,97,104,90
C=CCC1CCCC(=O)C1CC=C (stereo unspecified),98,92,82,101,99,x,94,94,88
O=C(NNC(=O)N1c2ccccc2C=Cc2ccccc21)c1ccc([N+](=O)[O-])cc1,96,102,104,107,98,112,99,104,98
CC[C@H](CC[C@@H](C)[C@H]1CC[C@H]2[C@@H]3CC=C4C[C@@H](OCCc5nn[nH]n5)CC[C@]4(C)[C@H]3CC[C@]12C)C(C)C,110,101,95,109,102,118,98,98,83
Cn1c(=O)c2c(nc(N/N=C/c3ccc(Br)cc3)n2C)n(C)c1=O,115,103,117,110,104,112,99,96,97
O=C(Nc1ccc(Cl)cc1)c1cc2c(cc1O)[nH]c1ccccc12,36,27,14,13,32,87,0.1*,-23*,-14*
C#CC1(N(C)C)CCC2C3CCc4cc(OC)ccc4C3CCC21C (stereo unspecified),94,95,93,108,107,99,102,97,72
COc1ccc(/C=C/c2nc(Nc3cccc(NC(C)=O)c3)c3ccccc3n2)cc1,82,46,81,84,71,105,90,88,76
N#CC(=C1SCS1)[N+](=O)[O-],75,71,36,-6.6*,12,-21*,20,44,-40*
C=C1C(=O)O[C@H]2[C@H]1CC/C(COC(=O)C(=O)c1c[nH]c3ccc(Cl)cc13)=C\CC[C@@]1(C)O[C@@H]21,-73*,-76*,-100*,-73*,-58*,-52*,-20*,-56*,-48*
CCCCCSC1CCCC1,93,105,105,102,99,103,108,98,99
COc1ccc(N=Nc2c(Nc3ccccc3)[nH][nH]c2=O)cc1,101,78,100,67,97,105,107,98,90
O=C1NN(c2ccccc2)C(c2ccc(Cl)cc2)N2CCC[C@H]12 (stereo partly specified),96,94,100,103,93,108,93,91,106
CSc1nc(N)c(N=Nc2ccc(S(=O)(=O)Nc3nccs3)cc2)c(=O)[nH]1,100,96,111,112,101,115,104,100,101
CCCCc1ccc(C(N)=O)nc1,87,103,99,108,94,118,106,102,85

# 4 of the compounds above, with each value named:
> O=C(NNC(=O)N1c2ccccc2C=Cc2ccccc21)c1ccc([N+](=O)[O-])cc1
- NCI-H226: 96
- NCI-H322M: 102
- HCT-116: 104
- NCI-H460: 107
- HCT-15: 98
- COLO 205: 112
- NCI/ADR-RES: 99
- NCI-H23: 104
- NCI-H522: 98
> O=C(Cn1c(-c2ccc([N+](=O)[O-])cc2)nc2ccccc21)NNC(=O)c1cccnc1
- NCI-H226: 60
- NCI-H322M: 89
- HCT-116: 82
- NCI-H460: 76
- HCT-15: 81
- COLO 205: 93
- NCI/ADR-RES: 88
- NCI-H23: 83
- NCI-H522: 55
> COc1ccc(C(=O)c2cc3ccccc3o2)cc1
- NCI-H226: 106
- NCI-H322M: 96
- HCT-116: 97
- NCI-H460: 108
- HCT-15: 93
- COLO 205: 116
- NCI/ADR-RES: 97
- NCI-H23: 104
- NCI-H522: 90
> O=C1NN(c2ccccc2)C(c2ccc(Cl)cc2)N2CCC[C@H]12 (stereo partly specified)
- NCI-H226: 96
- NCI-H322M: 94
- HCT-116: 100
- NCI-H460: 103
- HCT-15: 93
- COLO 205: 108
- NCI/ADR-RES: 93
- NCI-H23: 91
- NCI-H522: 106

# Structures listed so far that contain bromine (2):
SMILES,NCI-H226,NCI-H322M,HCT-116,NCI-H460,HCT-15,COLO 205,NCI/ADR-RES,NCI-H23,NCI-H522
COc1ccc2c(c1)c(-c1noc(C(=O)c3cn(C)c4ccc(Br)cc34)n1)cn2C,94,97,92,105,113,110,102,99,77
Cn1c(=O)c2c(nc(N/N=C/c3ccc(Br)cc3)n2C)n(C)c1=O,115,103,117,110,104,112,99,96,97

# (more compounds)
SMILES,NCI-H226,NCI-H322M,HCT-116,NCI-H460,HCT-15,COLO 205,NCI/ADR-RES,NCI-H23,NCI-H522
OC(Cn1nnc2ccccc21)Cn1c2ccc(Br)cc2c2cc(Br)ccc21 (stereo unspecified),x,84,103,108,105,113,101,99,94
Cn1c(N)c(C(=O)/C=C/c2ccccc2)c(=O)n(C)c1=O,92,110,102,116,100,103,103,97,106
O=[N+]([O-])c1cccc(/C=N\Nc2ccccc2)c1,70,81,58,77,58,85,49,88,55
C/C(=N\O)[C@H]1C[C@]23CC[C@]4(C)[C@H](CC[C@@H]5[C@@]6(C)CC/C(=N/O)C(C)(C)[C@@H]6CC[C@]54C)[C@H]2[C@H](C)C1(C)OC3,92,114,97,106,105,116,113,96,x
COc1cc2c(nn1)CCCC2,97,96,97,105,105,118,106,96,97
O=C(NO)/C(CC(=O)c1cccc(O)c1)=N\O,89,104,113,119,102,123,101,101,104
COc1cc(/C=C/C(=O)Oc2ccc(/C=C/c3cc(OC(=O)/C=C/c4cc(OC)c(O)c(OC)c4)cc(OC(=O)/C=C/c4cc(OC)c(O)c(OC)c4)c3)cc2)cc(OC)c1O,98,103,92,101,101,115,106,96,87
CC12CCC(=O)C=C1CCC1C2[C@@H](O)CC2(C)C1CC[C@]2(O)C(=O)COP(=O)(O)O (stereo partly specified),74,95,107,90,111,116,98,106,123
CCCCC(=O)OCCOc1ccccc1,102,101,88,103,102,100,102,99,57
CCOC(=O)c1nn(CC(O)c2ccccc2)c(NC(=O)Nc2cccc(C(F)(F)F)c2)c1C (stereo unspecified),95,93,88,94,99,117,102,102,83
Cc1ccc(C2NCc3c(nc4c(c(C)nn4-c4ccccc4)c3-c3ccc(Cl)cc3)N2)cc1 (stereo unspecified),85,104,83,103,104,105,106,97,104
COc1ccc(-c2cc(-c3ccccc3)nc3nc(N)nn23)cc1,102,111,105,111,103,104,100,101,86
COc1cc(-c2nnc(-c3c(-c4ccccc4)nc4ncccn34)o2)cc(OC)c1OC,86,96,94,103,94,111,88,92,73
Cc1ccc(/C(N)=N/c2sc(-c3ccccc3)nc2-c2ccccc2)cc1,94,90,53,76,46,91,90,83,83
CCCCn1c(=O)c2c(nc3n2CCCN3CCc2ccc(OCC(=O)NCCN(CC)CC)cc2)n(CCCC)c1=O,73,94,36,57,1.4*,26,61,69,44
Cc1c(C(=O)NCCc2ccc(N3CCC[C@@H]3C)cc2)nn(-c2ccc(Cl)cc2Cl)c1-c1ccc(Cl)cc1,61,93,58,92,74,88,88,67,55
Cc1ccc2nc(Sc3ncccc3C(=O)O)n(-c3ccccc3)c(=O)c2c1,94,105,102,110,117,110,106,93,91
CC(=O)C1CC=C(C)CC1 (stereo unspecified),102,106,105,108,103,104,105,102,95
COc1ccc(N2C(=O)C=CC2=O)cc1,105,115,94,107,103,61,107,100,103
c1ccc(Sc2ncnc3ccccc23)cc1,82,80,72,90,75,108,83,70,83
Cc1ccccc1Oc1ccccc1N,96,87,91,107,105,116,97,97,89
O=S(=O)(c1ccc(NCSc2nc3ccccc3s2)cc1)c1ccc(NCSc2nc3ccccc3s2)cc1,88,103,87,104,106,97,102,102,70
CCS(=O)(=O)Nc1ccc(-c2ccc(NNC(=O)c3ccccc3)nn2)cc1,101,95,104,121,103,122,108,104,94
CCOC(=O)CC[C@H](NC(=O)c1ccc(N)c2ccccc12)C(=O)OCC,109,103,88,107,105,131,101,102,62
CCN1C(=O)N(CC)C2C1NC(=S)N2/N=C/c1ccc(C(F)(F)F)cc1 (stereo unspecified),74,82,55,76,39,81,70,80,48
CC[C@H](C)OC(=O)c1nn(C(C)=O)c2ccccc12,99,111,108,111,98,109,95,92,90
CC1=C2[C@@H](CC1)[C@]1(C)O[C@@](C(C)C)(C[C@H]1O)[C@H]2OC(=O)/C=C/c1ccccc1,80,105,107,102,99,96,95,104,87
C=CCN1C=CC(=O)[C@H](O)[C@@H]1/C=C/c1ccccc1,99[100 µM],106[100 µM],100[100 µM],108[100 µM],92[100 µM],130[100 µM],113[100 µM],114[100 µM],99[100 µM]
CCC(C)C1NC(=O)C(NC(=O)c2c3nc4c(C(=O)NC5C(=O)NC(C(C)CC)C(=O)N6CCCC6C(=O)N(C)CC(=O)N(C)C(C(C)C)C(=O)OC5C)ccc(C)c4oc-3c(C)c(=O)c2N)C(C)OC(=O)C(C(C)C)N(C)C(=O)CN(C)C(=O)C2CCCN2C1=O (stereo unspecified),-16*,-2.5*,0.4*,-20*,2.5*,-68*,-43*,-51*,-46*
N#Cc1nc(-c2ccc(Cl)cc2)oc1S(=O)(=O)N1CCN(c2ccc(F)cc2)CC1,95,94,79,104,54,102,101,89,66
COC(=O)c1cc2oc(/C=C3/SC(=S)N(N)C3=O)cc2n1Cc1ccccc1,57,39,x,40,47,75,53,58,x
O=C(OCCNC1CCCCC1)c1ccc([N+](=O)[O-])cc1,106,100,100,108,94,112,112,108,x
CC(C)C[C@@H](CO)N(Cc1ccccc1)S(=O)(=O)N(Cc1ccccc1)[C@@H](CO)CC(C)C,x,115[1 µM],98[1 µM],108[1 µM],96[1 µM],107[1 µM],108[1 µM],105[1 µM],104[1 µM]
C#C[C@]1(O)CC[C@H]2[C@@H]3CC=C4c5sc(Nc6cccc(Cl)n6)nc5CC[C@]4(C)[C@H]3CC[C@@]21C,20,44,10,-2.3*,-67*,35,23,16,-18*
CC(O)CN1CCNCC1 (stereo unspecified),109,103,107,103,109,101,112,104,99
N#CSCc1c(Cl)cccc1Cl,99,98,4.1*,106,15,50,95,35,44
COc1ccc(-c2nc(-c3nc4cc(Cl)c(Cl)cc4[nH]3)c3ccccn23)cc1,44,48,25,42,77,88,51,68,56
COc1ccc(NC(=O)CSc2nc3ccccc3c(=O)n2-c2ccccc2C(F)(F)F)c(OC)c1OC,102,116,98,99,105,102,102,102,112
CCCCCCCCn1ccc2cc(NC(=O)Cn3cc(-c4ccc(F)cc4)nn3)ccc21,97,100,101,106,103,112,101,108,79
O=C(Oc1ccc([N+](=O)[O-])cc1)c1ccc(CBr)cc1,106,100,88,100,77,x,99,98,-21*
N#Cc1c(-c2ccc(Cl)cc2)c(C#N)c(=O)n(Cc2nc3ccccc3[nH]2)c1N,91,98,88,100,95,109,98,95,94
COc1ccccc1CNC(=O)c1nc(-c2cc(OC)c(OC)c(OC)c2)n(-c2ccc(F)c(F)c2)n1,94,82,84,105,94,99,90,103,91
CS(=O)(=O)Nc1ccc(C(=O)NC(C(=O)NO)c2ccc(C3CCCCC3)cc2)cc1 (stereo unspecified),x,95,98,108,102,117,99,101,93
